Abeta rescue = A-beta toxicity reversal in yeast; 0.063% of 410,000 active; Potency, µM (doses to about 46.1 µM), for inactives: at the top dose growth rescue, hits mostly activators; AID 1347071; yeast expressing A-beta42, growth rescue, OD600, 48 h; response scale: 0% DMSO, 100% iron-clioquinol control; also: potency is read from the fitted curve at half-maximal effect; nearly all actives have a fitted effect of over 55% in size
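Yeast growth medium received pinned compounds, then yeast cells expressing toxic A-beta were added; plates incubated at 30 C for 48 hr. Growth read as absorbance at 600 nm, normalized to DMSO and equimolar FeCl3 plus clioquinol controls.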
CCT chaperon mod = changes cytosolic chaperonin activity. purified chaperonin ATPase assay, HTRF ADP detection, 30 min. activity change, % (test concentration not listed), hits read low. 0.3% of 360,000 active. AID 651819; in the data active = activity change below about -30%; also: % is scaled to controls: 0 for no effect and ±100 for the full control effect
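We incubate TRiC, 40 or 20 nM final, with library compounds at 76 uM and 10 uM ATP for 30 min at 37 °C. ADP formed is detected with Transcreener HTRF reagents after 30 min at room temperature.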
HepG2 tox = HepG2 cytotoxicity, counter-screen for TGF-b inhibitors | HepG2 CAGA-GFP viability, ATP luminescence, 18 h | Potency, µM (top dose mostly 46.1 µM), without a hit: at the top dose activity change, negative = cytotoxicity, most hits filed as cytotoxic | 0.76% of 410,000 active; also: potency is read from the fitted curve at half-maximal effect; some results filed as inactive show a strong effect at the top dose
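HepG2 CAGA-GFP cells (1000/well, DMEM with 1% FBS) received compound, then TGF-beta at 500 pg/mL final, and were incubated 18 hours at 37 degrees C. Viability was read by CellTiter-Glo luminescence. Media-only wells were set as complete cell-killing and DMSO as no toxicity.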
pAkt inh = blocks phosphorylation of Akt | Neuro2A IGF-stimulated pAkt S473 HTRF, 20 min; stronger effect = lower value | activity change, % for hits at 50 µM | 0.32% of 360,000 active | AID 651550; in the data active = activity change below about -80%; inconclusive = mostly about -51% to -80%; also: % is scaled to controls: 0 for no effect and ±100 for the full control effect
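Neuro2A cells (4,500/well, DMEM with 0.5% FBS) were treated with compound at a single 50 µM final concentration, stimulated with 6 nM IGF for 20 min at 37 °C, and lysed. Phospho-Akt Ser473 was read by HTRF as 665/615 ratio ×10^4.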
Nrf2 ARE act = activates Nrf2 signaling; 0.31% of 410,000 active; AREc32 ARE-luciferase reporter (MCF7-derived line), luminescence, 24 h; Potency, µM (doses to about 46.1 µM), without a hit: top-dose activation, most hits filed as activators; AID 624171; also: potency is read from the fitted curve at half-maximal effect; % of control where 0% means no effect; nearly all actives have a fitted effect of over 65% in size
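Quantitative high-throughput format: AREc32 reporter cells, 1000 per well, received compound by pin transfer and were incubated 24 hr at 37 deg C, 5% CO2, before Steady-Glo luminescence detection.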
MmCpn inh = blocks the Methanococcus maripaludis chaperonin Mm-Cpn. purified Mm-Cpn ATPase, ADP Transcreener TR-FRET. Potency, µM (top dose mostly 76.9 µM), for inactives: at the highest dose activity, negative = inhibition, hits mostly inhibitors. 0.031% of 330,000 active. AID 504842; also: potency is read from the fitted curve at half-maximal effect; % is scaled to controls: 0 for no effect and ±100 for the full control effect; nearly all actives have a fitted effect of over 80% in size
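Purified archaeal Mm-CPN (25nM final) preincubated 10 min at 37degC with compound, then 10uM ATP for 30 min at 37degC; ADP measured by HTRF Transcreener TR-FRET; buffer 30 mM TRIS pH 7.4, 100mM KCl, 5mM MgCl2, 1mM DTT.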
Nrf2 inh = Nrf2 pathway inhibition. Potency, µM (doses to about 46 µM), inactives show top-dose activity change, negative = inhibition, usual class: inhibitors. 2.1% of 360,000 active. A549 ARE-Fluc reporter, luciferase luminescence, 18-24 h; also: potency is read from the fitted curve at half-maximal effect; % is scaled to controls: 0 for no effect and ±100 for the full control effect; nearly all actives have a fitted effect of over 60% in size
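Concentration-response testing used A549 ARE_Fluc cells at 5000 cells/well. Following an 18-24 h compound incubation, viability was read by fluorescence (Ex 405/Em 525) and luciferase output by luminescence.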
A549 viability = kills or reduces viability of A549 cells in Nrf2 counter-screen | A549 ARE-Fluc cells, CellTiter-Fluor viability, 18-24 h | Potency, µM (top dose mostly 46 µM), for inactives: top-dose activity change, negative = cytotoxicity, most hits filed as inhibitors | 0.16% of 390,000 active | AID 504648; also: potency is read from the fitted curve at half-maximal effect; % is scaled to controls: 0 for no effect and ±100 for the full control effect
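Cytotoxicity counterscreen: CellTiter-Fluor fluorescence was measured in A549 ARE_Fluc cells after 18-24 h of compound exposure in a concentration series. The subsequent BugLite luminescent read reports ARE-luciferase activity.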
TGFb inhibitor = inhibitors of TGF-b signaling | 1.2% of 410,000 active | Potency, µM (doses to about 46.1 µM), for the others: top-dose activity, negative = inhibition, usual class: inhibitors | HepG2 CAGA-GFP TGF-b/SMAD3 reporter, GFP fluorescence, 18 h; TGF-beta stimulated, 500 pg/mL final; also: potency is read from the fitted curve at half-maximal effect; % is scaled to controls: 0 for no effect and ±100 for the full control effect; nearly all actives have a fitted effect of over 65% in size
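Inhibition of TGF-beta-driven CAGA-GFP reporter expression in HEPG2 cells is measured by cellular GFP fluorescence after 18 h stimulation with 500 pg/mL recombinant TGF-beta in 1% FBS medium at 37 degrees C.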
* marks the source's active call; other numbers are inactive results; i = inactive; u = inconclusive; x = no result given; [ ] = another dose, or the depositor's remark. Unless noted, calls follow the shape of the dose curve; as a rule, active = well fitted curve in the direction sought with a large enough effect; inconclusive = small, poorly fitted or top-dose-only effect, or another doubt; inactive = no such curve, though single readings can be large; an effect the other way counts as inactive or inconclusive.

Structure | Abeta rescue | CCT chaperon mod | HepG2 tox | pAkt inh | Nrf2 ARE act | MmCpn inh | Nrf2 inh | A549 viability | TGFb inhibitor
Cc1nnc(N/N=C/c2ccc(O)c([N+](=O)[O-])c2)[nH]c1=O | 6.1% | 0.0 | -6.3% | i | -0.5% | 0.5% | 11.7% | -17.4% | -5.0%
CCOC(=O)c1sc(NC(=O)CSc2nc(-c3ccco3)cc(C(F)(F)F)n2)c(C#N)c1C | 7.4% | -2.0 | -19.2% | i | -0.1% | -0.7% | 2.1% | -2.5% | -9.0%
FC(F)(F)c1nnc(-c2ccccc2)nc1Sc1ccccc1 | -2.5% | -0.8 | -83.7% | i | 23.5% | -0.6% | 0.1% | -4.9% | u
CCN1CCN(c2oc(-c3ccccc3)nc2S(=O)(=O)c2ccc(C)cc2)CC1 | -8.5% | 1.5 | -32.1% | i | 0.2% | 0.7% | -6.3% | 0.4% | 18.5%
O=C(c1cc(COc2cccc3cnccc23)on1)N1CCC(c2ccccc2Cl)C1 (stereo not given) | -20.6% | 1.8 | -34.7% | i | -0.3% | 0.5% | u | -2.5% | 20µM*
COc1ccc(CNc2nc3nc(-c4ccccc4)cc(=O)n3[nH]2)cc1OC | 14.3% | -0.8 | -1.0% | i | -0.6% | 1.1% | x | -3.7% | -21.5%
COc1ccccc1C(=O)NCC(c1cccnc1)N1CCc2ccccc2C1 (stereo not given) | 3.9% | x | -46.6% | x | 3.3% | x | u | -2.8% | u
CCOC(=O)CN=C/C(C(=O)Nc1nccs1)=C(/C)O | -13.4% | 2.1 | -135.0% | i | -0.4% | -4.1% | 1.1% | 6.6% | 0.0%
CCS(=O)(=O)Nc1ccc2c(c1)N(C(C)=O)c1ccccc1CC2 | 12.8% | -0.2 | 10.2% | i | -0.2% | 1.3% | x | 7.7% | -3.6%
O=C(O)c1ccc(Cl)c(S(=O)(=O)Nc2cccc(C(=O)Nc3cccc(C(F)(F)F)c3)c2)c1 | -1.6% | -6.1 | 15.8% | i | 0.7% | -1.5% | -14.5% | 3.3% | -15.6%
Cc1ccc(C2NC(c3ccc4c(c3)OCO4)=CC(c3cc(Br)ccc3O)N2)cc1 (stereo not given) | x | x | -47.3% | x | x | x | 13.2% | 0.6% | u
CCOc1ccc(CCNC(=O)Nc2ccccc2)cc1OCC | 5.1% | -3.7 | -5.4% | i | 0.1% | -1.7% | 7.9% | 0.4% | -5.8%
CNCc1c(OCc2ccccc2F)ccc2ccccc12 | u | -0.1 | -40.8% | i | 10.4% | -7.3% | -1.7% | -1.1% | u
N#Cc1nc(-c2ccccc2Cl)oc1N1CCN(C(=O)c2ccco2)CC1 | 2.5% | 0.5 | -3.7% | i | 0.7% | 1.8% | -20.8% | 8.4% | -20.2%
COc1ccccc1-n1c(SCC(=O)N2CCCC2)nc2cccnc21 | -4.3% | 2.4 | 1.3% | i | -0.8% | -0.2% | -8.8% | -0.6% | -2.2%
CNC(=O)C[C@H]1C(=O)N(c2ccc(OC)cc2)C[C@@H]1C | 1.0% | -1.1 | -3.9% | i | -0.8% | x | x | x | 20.0%
O=C(N/C(=C/c1ccccc1Cl)C(=O)N1CCCCC1)c1ccco1 | 9.1% | -1.6 | -24.1% | i | 5.5% | x | 2.9% | -0.9% | 0.0%
Cc1c(Cc2ccccc2)sc(NC(=O)Cc2ccccc2)c1C(N)=O | -11.6% | -0.4 | 1.6% | i | 2.5% | x | -0.6% | -2.4% | -13.6%
CS(=O)(=O)c1ccccc1-c1nnc(NC(=O)c2ccc3c(c2)OCCO3)o1 | -12.8% | x | -23.2% | x | 0.6% | x | x | -3.7% | 6.3%
COc1ccccc1OCCSc1nnc(C)n1-c1ccccc1 | 3.8% | -1.8 | -8.4% | i | -0.4% | 2.5% | 4.8% | -2.8% | 5.3%
O=C(CCC(=O)N(CC(=O)NC1CCCC1)Cc1ccccc1Cl)Nc1nccs1 | -1.4% | -0.3 | -0.6% | i | -0.3% | -0.1% | -8.4% | 4.3% | 1.9%
CCOC(=O)N1CCN(C(=O)c2cnn3c(C)c(Cc4ccc(C)cc4)c(C)nc23)CC1 | -24.5% | -1.4 | -15.4% | i | 3.3% | 0.0% | u | -6.6% | u
COc1ccc(N=Cc2c(O)ccc3ccccc23)cc1 | 0.6% | -0.1 | -9.6% | i | -0.3%[9.22 µM] | -1.0% | 11.4% | -5.8% | 8.6%
CC(=O)Nc1cnc2ccccc2n1 | 9.5% | -0.1 | -4.7% | i | 0.2% | -2.0% | 8.1% | -5.2% | 4.8%
CC1=C(C(=O)NCc2ccccc2)C(c2cccnc2)n2ncnc2N1 (stereo not given) | 2.6% | 0.3 | -1.4% | i | 0.1% | -0.4% | 5.6% | -0.5% | 9.2%

Results in CCT chaperon mod and Abeta rescue, for 2 of the compounds above:
SMILES	CCT chaperon mod	Abeta rescue
N#Cc1nc(-c2ccccc2Cl)oc1N1CCN(C(=O)c2ccco2)CC1	0.5	2.5%
CCOC(=O)CN=C/C(C(=O)Nc1nccs1)=C(/C)O	2.1	-13.4%

Next entries follow:
Structure | Abeta rescue | CCT chaperon mod | HepG2 tox | pAkt inh | Nrf2 ARE act | MmCpn inh | Nrf2 inh | A549 viability | TGFb inhibitor
Cc1[nH]oc(=O)c1N=Nc1c(Cl)cccc1Cl | -86.9%[inhibitor] | -1.3 | 1.2% | i | 2.5% | 3.4% | u | -9.3% | -26.8%
Cc1cccc(C(=O)N/N=C/c2ccoc2)c1 | 7.5% | 0.8 | 3.3% | i | 0.3% | -3.5% | u | 0.1% | -28.2%
CCOC(=O)c1c(N)nn(C(=O)C(C)C)c1-c1ccc(OC)cc1 | -5.1% | -1.0 | -12.4% | i | 0.4% | 1.5% | -15.2% | -3.3% | -29.2%
O=C(Nc1sc2c(c1C(=O)O)CCC2)C(=O)N1CCOCC1 | -7.1% | 2.1 | 1.0% | x | -1.1% | 0.7% | 21.4% | -14.2% | 4.8%
CCCCc1ccc(NC(=S)N2CCN(c3ccccn3)CC2)cc1 | u | 0.1 | -6.6% | i | 0.3% | 1.8% | -15.3% | 2.1% | -30.0%
Clc1ccc(-n2cccc2/C=N/n2cnnc2)cc1 | 10.4% | 0.3 | -21.5% | i | -0.5% | -1.1% | x | -2.9% | 1.5%
CCN(C[C@H]1N[C@@](CC)(C(=O)OC)[C@H]2C(=O)N(Cc3ccccc3)C(=O)[C@@H]12)C(=O)Nc1ccc(C)cc1 | -12.7% | 0.2 | -25.4% | i | 4.2% | u | 21.4% | -1.1% | -21.1%
CCOC(=O)c1ccc(Nc2ccc(C(C)=O)cc2)cc1 | -20.9% | -0.6 | -23.5% | i | 4.8% | x | x | x | -29.5%
CC(=O)c1c(N2CCOCC2)nc(=S)n(Cc2ccccc2)c1C | -6.1% | -0.4 | -2.1% | i | 0.1% | -2.0% | -34.6% | 0.9% | 8.2%
COc1ccc(C(=O)NC(=S)Nc2ccc3[nH]c(=O)[nH]c3c2)cc1Br | -4.4% | 0.0 | -36.5% | i | -0.5% | x | x | x | 1.9%
Cc1cc(C)n(C(=O)C(C)n2nc([N+](=O)[O-])c(Br)c2C)n1 (stereo not given) | -2.7% | -3.9 | -25.0% | i | -0.6% | -0.1% | 17.9% | 0.5% | -23.2%
CCN1C(=O)C(CC(=O)Nc2ccc(F)cc2)N(CCc2ccc(OC)cc2)C1=S (stereo not given) | 10.3% | -4.1 | -22.5% | i | 2.2% | -6.7% | -31.4% | 2.2% | -10.7%
Cc1ccc2occ(CC(=O)N(Cc3ccc(N(C)C)cc3)C3CCS(=O)(=O)C3)c2c1 (stereo not given) | 17.6% | x | -18.8% | x | 1.0% | x | -13.0% | 1.3% | -11.7%
O=C(Nc1c[nH]c(=O)[nH]c1=O)c1cccc(F)c1 | -16.2% | -5.3 | 1.8% | i | 0.0% | -1.1% | -10.2% | -1.0% | 3.0%
N#Cc1ccc(S(=O)(=O)N2CCN(C(=O)c3cn(-c4ccccc4)nc3-c3cccnc3)CC2)cc1 | -1.3% | 0.2 | -1.8% | i | 1.8% | x | 4.0% | 13.1% | -1.9%
O=C1CC(NCc2ccc(F)cc2)C(=O)N1c1ccccc1 (stereo not given) | 8.3% | 0.4 | -11.9% | i | 0.1% | 1.0% | 1.7% | 3.2% | -0.4%
CSc1ccc(CNc2ccc(C)cc2)cc1 | -14.8% | -3.3 | -11.0% | i | 2.2% | -0.5% | u | 0.0% | u
O=C(N=C1SC2CS(=O)(=O)CC2N1c1ccccc1)c1cccc([N+](=O)[O-])c1 (stereo not given) | -0.4% | -4.4 | 5.5% | i | -0.2% | 0.6% | u | 2.2% | 3.3%
COc1cc2c(cc1OC)CN(C(=O)C1CCCN1S(=O)(=O)c1ccc(C)cc1)CC2 (stereo not given) | -12.5% | 0.2 | 0.4% | i | -0.8% | -2.4% | u | -13.1% | 3.7%
C[C@H]1CN[C@@H](CCO)/C1=C\c1ccccc1 | -10.9% | 0.3 | -31.0% | i | 1.9% | x | 4.8% | 0.5% | -6.2%
COc1ccc(C(=O)Nc2ccc(-c3ccc(C)o3)cc2)cc1S(=O)(=O)N1CCOCC1 | -1.7% | -1.4 | -29.0% | i | 3.6% | -0.3% | 18.4µM* | u | -19.1%
COc1ccc(N2CCN(c3nc4c(c(=O)n(C)c(=O)n4C)n3Cc3ccccc3)CC2)cc1 | -2.7% | 1.8 | -45.6% | i | 2.6% | 1.0% | u | -19.4% | -2.9%
CC1CCCC(C)N1/N=C/c1ccc(O)c(O)c1 (stereo not given) | -21.4% | -0.6 | 10.2% | i | 0.5% | -1.3% | 13.8% | -5.8% | 6.0%
COC(=O)CSc1nc(C)cc(C)n1 | -8.0% | -0.7 | 12.3% | i | 0.1% | 0.3% | 4.2% | 2.4% | 9.4%

Assay outcomes as filed in PubChem BioAssay.
